# Vif-APOBEC3F blk = qHTS for Inhibitors of Vif-A3F Interactions: qHTS | Potency, µM (top dose mostly 46.1 µM), for the others: at the highest dose activity, negative = active | HeLa A3F-eYFP + Vif (tagged APOBEC3F with the HIV-1 protein that degrades it), YFP fluorescence increase | 390,000 tested, 0.2% active; also: potency is read from the fitted curve at half-maximal effect; % of control where 0% means no effect; nearly all actives have a fitted effect of over 65% in size
#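 Fluorescence increase (Ex 488/Em 500-530) after overnight compound treatment at 37 deg C flags inhibition of Vif-driven A3F-eYFP loss in stable HeLa A3F-eYFP/Vif cells seeded overnight beforehand.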
# USP1 inh = Inhibitors of USP1/UAF1: Primary Screen | Ubiquitin carboxyl-terminal hydrolase 1 (Homo sapiens), O94782 | recombinant USP1/UAF1, Ub-Rhodamine cleavage fluorescence | Potency, µM (top dose mostly 57.1 µM), for inactives: at the top dose activity change, negative = inhibition, usual class: inhibitors | 390,000 tested, 0.23% active | AID 743255, 2014; also: potency is read from the fitted curve at half-maximal effect; % is scaled to controls: 0 for no effect and ±100 for the full control effect; nearly all actives have a fitted effect of over 60% in size; inactives centre near -12
#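 USP1/UAF1 complex at 1 nM was preincubated with compound for 15 min at room temperature, then Ub-Rho substrate (150nM final) was added. Fluorescence (480/540 nm) was read kinetically, 6 reads every 60 seconds.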
# LDHA inh = qHTS assay for inhibitors of human lactate dehydrogenase; AID 1347041, 2019; purified LDHA, NADH/diaphorase-resazurin fluorescence; active compounds read low; 480,000 tested, 0.15% active; activity change, % (values are at about 110 or 230 µM); in the data active = activity change below about -30%; inconclusive = mostly about -25% to -30%;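 also: plate controls were DMSO wells for no effect and wells without enzyme for full effect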
#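 LDH5 2 nM; NADH 0.06 mM, pyruvate 0.2 mM; 200 mM Tris pH 7.4, EDTA, Tween-20; 5 min RT. Detection: diaphorase 0.133 mg/mL + resazurin 37 µM, fluorescence ex540/em590 at 0 and 20 min; normalized to enzyme-free and DMSO wells.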
# PI4K2A inh = qHTS for small molecular inhibitors of PI4K2A | 420,000 tested, 0.13% active | activity change, negative = inhibition, % at 76.9 µM | Phosphatidylinositol 4-kinase type 2-alpha (Homo sapiens), Q9BTU6 | purified PI4K2A, ADP-Glo luminescence, 1 h; active compounds read low | AID 1346378, 2018; in the data active = activity change below about -50%; inconclusive = mostly about -30% to -49%;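 also: -100% = wells without enzyme as full effect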
# Target sequence (Q9BTU6 whole entry, looked up): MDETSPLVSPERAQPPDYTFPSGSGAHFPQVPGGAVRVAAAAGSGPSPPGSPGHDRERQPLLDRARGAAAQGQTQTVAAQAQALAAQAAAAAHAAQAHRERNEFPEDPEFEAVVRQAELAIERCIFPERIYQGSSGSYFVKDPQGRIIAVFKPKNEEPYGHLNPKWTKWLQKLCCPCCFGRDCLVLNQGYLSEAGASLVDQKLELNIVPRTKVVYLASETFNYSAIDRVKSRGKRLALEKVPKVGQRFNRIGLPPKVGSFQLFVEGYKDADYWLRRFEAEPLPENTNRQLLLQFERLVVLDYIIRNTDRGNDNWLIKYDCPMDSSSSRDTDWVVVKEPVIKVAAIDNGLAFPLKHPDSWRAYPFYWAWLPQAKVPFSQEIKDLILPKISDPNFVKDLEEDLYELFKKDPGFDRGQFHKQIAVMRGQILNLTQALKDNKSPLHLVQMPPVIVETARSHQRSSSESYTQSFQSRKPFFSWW
#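 Compounds are screened against recombinant PI4K2A using PI as substrate and ATP, the latter dispensed at 300 microM. Reactions run one hour at ambient temperature before ADP-Glo detection; full inhibition defined by wells lacking enzyme.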
# Glioma ERSR ind = qHTS for Inducers of the Endoplasmic Reticulum Stress Response (ERSR) in Human Glioma: qHTS | U87-MG GRP78 promoter luciferase reporter, 16 h | 420,000 tested, 0.02% active | AID 602332, 2012 | Potency, µM, for inactives: at the top dose activation, most hits filed as activators; also: potency is read from the fitted curve at half-maximal effect; series mostly up to about 76 µM; % of control where 0% means no effect; nearly all actives have a fitted effect of over 35% in size
#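 Stably transfected U87-MG human glioma cells carrying a GRP78-based luminescent sensor were seeded at 1000 cells/well, pin-dosed with compounds and incubated 16 h. Luciferase reagent was then added, and end-point luminescence was read after 10 min at room temperature.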
# RXFP1 agonist = qHTS Assay for Agonists of the Relaxin Receptor RXFP1 | Potency, µM (titrated, usually from 57.5 µM), for the others: top-dose activation, hits mostly activators | HEK293T-RXFP1 cAMP TR-FRET, 30 min; response scale: percent of porcine relaxin response, buffer zero | 370,000 tested, 0.3% active | Relaxin receptor 1 (Homo sapiens), Q9HBX9; also: potency is read from the fitted curve at half-maximal effect; % is scaled to controls: 0 for no effect and ±100 for the full control effect; nearly all actives have a fitted effect of over 60% in size; many of its hits are not listed in these tables
#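 HEK293T cells stably expressing RXFP1 were pretreated with the PDE4 inhibitor Ro 20174, exposed to compounds for 30 min at 37C, lysed, and cAMP was read by TR-FRET. Data normalized to buffer (basal) and 29 nM porcine relaxin (100%).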
# TrxR1 substrate = qHTS Assay for Substrates of Mammalian Selenoprotein Thioredoxin Reductase 1 (TrxR1): qHTS | Thioredoxin reductase 1, cytoplasmic (Rattus norvegicus), O89049 | purified TrxR1 substrate turnover, NADPH consumption readout | Potency, µM (titrated, usually from 114 µM), for the others: at the highest dose activity change, negative = substrate turnover | 390,000 tested, 0.01% active | AID 588456, 2011; also: potency is read from the fitted curve at half-maximal effect; % is scaled to controls: 0 for no effect and ±100 for the full control effect; nearly all actives have a fitted effect of over 50% in size
#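 Rat TrxR1, dispensed at 90 nM, was prereduced with 400 uM NADPH (final) for 5 min at ~22 deg C, then incubated with compound 15 min before 400 uM selenite. A first-read NADPH fluorescence drop versus no-compound background flagged substrates.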
# Vif-APOBEC3G blk = qHTS for Inhibitors of Vif-A3G Interactions: qHTS; DNA dC->dU-editing enzyme APOBEC-3G (Homo sapiens), Q9HC16; HeLa A3G-eYFP + Vif (tagged APOBEC3G with the HIV-1 protein that degrades it), YFP fluorescence, overnight; Potency, µM (titrated, usually from 46.1 µM), for inactives: top-dose activity, negative = active, hits mostly inhibitors; 410,000 tested, 0.076% active; AID 602310, 2012;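 also: potency is read from the fitted curve at half-maximal effect; % is scaled to controls: 0 for no effect and ±100 for the full control effect; nearly all actives have a fitted effect of over 60% in size; hits raise eYFP signal because A3G escapes Vif-driven loss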
# Target sequence (Q9HC16 whole entry, looked up): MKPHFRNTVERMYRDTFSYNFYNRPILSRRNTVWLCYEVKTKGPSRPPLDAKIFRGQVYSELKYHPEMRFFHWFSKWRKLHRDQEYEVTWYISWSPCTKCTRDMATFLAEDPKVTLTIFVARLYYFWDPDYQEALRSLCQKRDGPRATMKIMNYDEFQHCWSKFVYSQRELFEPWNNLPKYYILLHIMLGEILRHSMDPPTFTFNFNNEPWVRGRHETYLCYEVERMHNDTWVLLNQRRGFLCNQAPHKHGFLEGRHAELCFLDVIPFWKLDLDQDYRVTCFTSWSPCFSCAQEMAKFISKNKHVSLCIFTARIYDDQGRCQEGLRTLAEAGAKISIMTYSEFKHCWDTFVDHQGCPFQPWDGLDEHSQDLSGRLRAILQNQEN
#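 Read-out is eYFP fluorescence (Ex 488/Em 500-530) from Vif-expressing HeLa A3G-eYFP cells; more signal means A3G escaped Vif-mediated degradation. Cells plated overnight, compound pinned in, incubated overnight at 37 deg C.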
# IDH1 R132H inh = qHTS for Inhibitors of mutant isocitrate dehydrogenase 1 (IDH1): qHTS | IDH1-R132H enzyme, NADPH consumption, diaphorase/resazurin fluorescence | Potency, µM (titrated, usually from 76.6 µM), inactives show at the top dose activity change, negative = inhibition, actives largely listed as inhibitors | 390,000 tested, 0.093% active; also: potency is read from the fitted curve at half-maximal effect; % is scaled to controls: 0 for no effect and ±100 for the full control effect; nearly all actives have a fitted effect of over 65% in size
#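 IDH1-R132H (0.5 ug/mL dispensed) in pH 7.5 Tris buffer was preincubated 30 min with compound, then given a substrate mix of 0.016 mM NADPH and 2 mM alpha-KG for 80 min at room temperature; remaining NADPH was read by diaphorase/resazurin fluorescence.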
# * = called active by the depositor; ? = inconclusive; nt = no result given; & = joins results of further samples; [ ] = remark or other dose. Unless noted, calls follow the shape of the dose curve; as a rule, active = well fitted curve in the direction sought with a large enough effect; inconclusive = small, poorly fitted or top-dose-only effect, or another doubt; inactive = no such curve, though single readings can be large; an effect the other way counts as inactive or inconclusive. Not all compounds are listed, so the mix of outcomes need not match the whole.
SMILES,Vif-APOBEC3F blk,USP1 inh,LDHA inh,PI4K2A inh,Glioma ERSR ind,RXFP1 agonist,TrxR1 substrate,Vif-APOBEC3G blk,IDH1 R132H inh
COc1ccc(CN2CCCC(C(=O)Nc3cccc(-n4cccn4)c3)C2)c(F)c1 (configuration not stated),-8%,-18%,-2,-1,-2%,-2.2%,-12%,1%,-14%
CCC(=O)Nc1ccc(C(=O)COC(=O)c2sc(C)nc2C)cc1,-3%,-1%,-15,-1,-2%,-3.4%,-6%[57.1 µM],0%,-15%
CCS(=O)(=O)N1N=C(c2cccc(NS(C)(=O)=O)c2)CC1c1cccs1 (configuration not stated),?,-10%,-1,-1,1%,1.1%,-1%,-15%,5%
O=C1Nc2ccccc2N(O)N1c1cc(-c2cccc(Cl)c2)no1,-3%,-12%,-14,-3,-3%,1.7%,-3%,0%,-10%
O=C(N/C(=C\c1cccc(Br)c1)C(=O)N1CCCCC1)c1ccco1,0%,4%,-13,-5,-4%,1.3%,-11%,4%,4%
O=C(Cc1ccccc1)N1CCc2[nH]nc(-c3ccccc3)c2C1,-12%,-17%,-7,0,-5%,1.0%,2%[57.1 µM],-3%,3%
CSc1cc(-c2ccncc2)nc(-c2ccc(Cl)cc2)c1,-16%,9%,-2,10,-1%,0.0%,6%[57.1 µM],-1%,4%
COc1ccccc1Nc1nc(N)nc(N)c1S(=O)(=O)c1ccccc1,6%,?,-2,0,-2%,-0.1%,-2%,-14%,9%
CCOC(=O)Nc1sc2nc(C)cc(C)c2c1-n1cccc1,-1%,-18%,-5,-3,-4%,-1.4%,-6%,?,6%
O=C(CN1C(=O)COc2ccccc21)N1CCc2ccccc21,3%,-4%,5,4,3%,2.4%,3%,0%,8%
O=C(CSc1ncn[nH]1)Nc1ccc(Br)cc1F,0%,-10%,-9,1,-1%,0.6%,11%[57.1 µM],3%,5%
Cc1cccc(N2CCN(C(=O)CCCn3c(=O)[nH]c4ccsc4c3=O)CC2C)c1 (configuration not stated),20%,-17%,0,7,-3%,0.2%,0%,1%,-12%
CCC(C)NS(=O)(=O)c1ccc(OCC(=O)NCc2ccccn2)cc1 (configuration not stated),-6%,-13%,-5,1,-3%,1.8%,1%,13%,0%
Cc1nnc2n1NC(c1ccc(Cl)cc1)C(C(=O)N(C)C1CCCCC1)S2 (configuration not stated),2%,3%,-7,0,-4%,28%,15%[57.1 µM],1%,-5%
Cc1cc(C(=O)OCC(=O)N2C(C)CCCC2C)c(C)o1 (configuration not stated),0%,-3%,0,-1,3%,1.9%,3%[57.1 µM],0%,-1%
Cc1ccc(NC(=S)N(CCCN2CCCC2)Cc2cccn2Cc2ccc(Cl)cc2)cc1,9%,-18%,-3,2,3%,-0.5%,0%,0%,7%
CC(=O)NCCc1c[nH]c2ccc(OCC(O)CNC(C)(C)C)cc12 (configuration not stated),18%,-5%,-9,-4,-6%,-4.2%,2%,1%,-4%
S=C1NCCOCCNC(=S)NCCOCCOCCN1,0%,-4%,2,-3,-5%,-0.1%,0%,-3%,-4%
O=S(=O)(NCc1nc2cccnc2n1Cc1ccccc1Cl)c1ccc(F)c(Cl)c1,4%,-13%,-10,-4,-1%,0.1%,4%[57.1 µM],9%,-13%
COc1ccc(-c2noc(-c3ccoc3C)n2)cc1OC,-4%,-13%,-2,-6,2%,-0.5%,4%,0%,9%
CCN(CC)c1nc2c(S(=O)(=O)c3cccc(Cl)c3)nnn2c2ccsc12,1%,7%,0,-1,0%,6.1%,12%,-1%,26%
COc1cc(C(=O)NCC(=O)N/N=C/c2cccc(OC(=O)c3ccco3)c2)cc(OC)c1OC,-4%,-21%,4,-2,2%,-0.2%,-3%,1%,-4%
CC(=O)N1c2ccc(S(=O)(=O)NCC3CCC(C(=O)NC(C)(C)C)CC3)cc2CC1C (configuration not stated),0%,9%,2,0,-5%,24%,7%,4%,0%
COC(=O)c1cccnc1NC(=S)NNC(=O)c1ccccc1,-10%,-3%,2,-2,2%,0.3%,-3%,1%,-4%
CCOc1ccc(NC(=O)[C@@H]2CCC(=O)N2C2OC(=O)c3ccccc32)cc1 (some centres not stated),2%,-19%,5,-8,0%,-0.6%,5%,1%,8%
O=C(Nc1ccccc1)N(CCCN1CCOCC1)Cc1cccs1,2%,-19%,-19,-4,0%,1.6%,3%,-3%,-12%
COc1cccc(COCC(O)Cn2cnc3cc(C)c(C)cc32)c1 (configuration not stated),5%,-17%,-21,1,-6%,0.3%,11%[57.1 µM],0%,8%
CCOc1ccc(OCC)c(NC(=O)CN(C)S(=O)(=O)c2ccc3nc(C)sc3c2)c1,5%,-15%,1,-1,-3%,0.9%,-4%,0%,-8%
Cc1cccc(NC(=O)CN2C(=O)S/C(=C\c3cccn3-c3cccc(C(=O)O)c3)C2=O)c1,1%,-4%,-6,-5,-3%,-0.1%,7%[57.1 µM],0%,10%
CCC(C)Sc1nc2c(c(=O)[nH]c(=O)n2C)n1CC(O)COc1cccc2ccccc12 (configuration not stated),-3%,-24%,5,-4,?,3.5%,5%,-7%,5%
CCOC(=O)CSc1nnc(NC(=O)c2cccc(S(=O)(=O)N3CCCC3)c2)s1,-3%,-23%,-5,1,1%,1.7%,9%,-3%,3%
CC(C)(C)OC(=O)N(CCc1ccccc1)Cc1ccccc1OCc1cccc(NC(=O)C2CCC2)c1,-7%,-30%,0,1,0%,nt,5%,0%,1%[38.3 µM]
C/C(=N\NC(=O)CN1CCOCC1)C(C)(C)C,6%,-13%,-7,2,-4%,0.2%,11%,-5%,2%
O=C(NC1(N2CCOCC2)CC1)c1ccc(Cl)cc1,0%,-28%,-14,1,-1%,-2.6%,9%[57.1 µM],1%,2%
O=C(Nc1nnc(-c2ccco2)o1)C1CC1,-20%,-24%,4,3,-4%,2.6%,4%[57.1 µM],1%,-3%
O=C(/C=C/c1ccccc1Cl)NC1CCCCC1,0%,5%,-8,-4,6%,-2.1%,-7%,0%,13%
Cc1cc(C(=O)NN=C2C3CC4CC(C3)CC2C4)c2ccccc2n1,-11%,-9%,-4,-2,-9%,-2.3%,-3%,?,4%
COc1ccccc1NC(=O)CSCC(N)=O,3%,3%,-2,9,3%,0.1%,-1%[57.1 µM],1%,2%
COc1cc(NC(=O)c2ccc(C(C)(C)C)cc2)c(OC)cc1NC(=O)CN1CCCCC1,8%,-18%,6,-2,-4%,2.0%,-6%[57.1 µM],0%,8%
CC(NC(=O)COC(=O)Cc1ccccc1[N+](=O)[O-])c1ccccc1 (configuration not stated),-2%,-20%,-1,-2,-4%,0.8%,-5%,2%,2%
CCc1ccc(C(=O)c2cn(CC(=O)Nc3ccc4c(c3)OCCO4)c3ccc(C)cc3c2=O)cc1,0%,-2%,-9,-1,-2%,15%,-13%,4%,-2%
Cc1ccc(S(=O)(=O)N2CC(O)CC2C(=O)NCc2ccc3c(c2)OCO3)cc1 (configuration not stated),-14%,-2%,-3,1,0%,0.2%,12%[57.1 µM],0%,11%
Cc1oc(-c2cccc(C(F)(F)F)c2)nc1CN1CCC[C@H]1CO,0%,-8%,0,2,-2%,1.1%,-11%,8%,8%
O=C(CSCc1ccc(F)cc1)NCc1ccc(F)cc1,2%&-10%,?,-8&-1,-2&-6,0%&0%,0.6%&3.9%,9%&1%[57.1 µM],-1%&2%,6%&0%
CCOC(=O)c1c(C)[nH]c(C(=O)COC(=O)c2oc3ccccc3c2C)c1C,-5%,1%,-4,-4,1%,-0.7%,-5%,1%,1%
CC(NS(=O)(=O)c1ccc2[nH]c(=O)c(=O)[nH]c2c1)C(=O)O (configuration not stated),-4%,-16%,-4,-1,-2%,-0.8%,18%[57.1 µM],-8%,6%
CN1CCN(S(=O)(=O)c2ccc(C3CCCCC3)cc2)CC1,4%,-5%,-14,-4,-3%,-1.0%,-4%,0%,1%
O=C(CCNC(=O)c1ccco1)Nc1ccc(C(F)(F)F)cc1,-6%,-13%,-4,3,0%,-0.2%,-6%,0%,0%

# Some of these compounds in order of count of non-hydrogen atoms, lowest first.
SMILES,Vif-APOBEC3F blk,USP1 inh,LDHA inh,PI4K2A inh,Glioma ERSR ind,RXFP1 agonist,TrxR1 substrate,Vif-APOBEC3G blk,IDH1 R132H inh
CC(NS(=O)(=O)c1ccc2[nH]c(=O)c(=O)[nH]c2c1)C(=O)O (configuration not stated),-4%,-16%,-4,-1,-2%,-0.8%,18%[57.1 µM],-8%,6%
O=C(CCNC(=O)c1ccco1)Nc1ccc(C(F)(F)F)cc1,-6%,-13%,-4,3,0%,-0.2%,-6%,0%,0%
CCc1ccc(C(=O)c2cn(CC(=O)Nc3ccc4c(c3)OCCO4)c3ccc(C)cc3c2=O)cc1,0%,-2%,-9,-1,-2%,15%,-13%,4%,-2%

# Compound activity deposited in PubChem BioAssay by National Center for Advancing Translational Sciences (NCATS).
